Assay outcomes (PubChem)
Tb MetRS inh: Trypanosoma brucei MetRS inhibition; purified T. brucei MetRS, ATP depletion, Kinase-Glo luminescence; inhibition, % at 11.9 µM; 360,000 tested, 0.4% active; AID 624268;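 active means inhibition above a per-plate cutoff of the control wells' mean inhibition plus 3 SD, cut at about 5.5% in these data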;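 further: 0% = DMSO wells median and 100% = median of wells with control inhibitor compound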
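Material: T. brucei methionyl-tRNA synthetase, purified; reagent: substrates ATP, L-methionine and bulk Escherichia coli tRNA; dosing: 11.9 µM single point; timing: 15 min plus 2 h at 25 °C; detection: luminescence of leftover ATP; evaluation: % inhibition; control set: DMSO-only wells as low control; replicates: singlicate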
Scp-1 inhibitor: blocks human Scp-1 phosphatase activity | inhibition, % at 20 µM | 340,000 tested, 0.88% active | AID 493091 | Q9GZU7 | Recombinant Scp1, phosphopeptide, malachite green phosphate absorbance;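 active means inhibition above about 50% at 20 µM, limit read from the data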;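 further: plate controls were DMSO wells with enzyme for no effect and wells lacking enzyme for full effect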
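Material: truncated SCP-1 phosphatase (76-261aa) / Buffer or medium: 50 mM Tris acetate pH 5.5, 0.005% Tween-20, 10 mM MgCl2 / Compound dosing: one concentration, 20 µM, with 1.0% DMSO / Incubation: 45 min room-temperature reaction, 5 min colour, 30 min stabiliser / Detection: colorimetric free-phosphate detection, absorbance 630 nm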
DNMT1 block: DNMT1 (human) enzyme inhibition. inhibition (reported as % activation of signal), % at 10 µM. AID 588458. DNMT1 molecular beacon, Hinp1I cleavage, fluorescence. 360,000 tested, 0.83% active. P26358; in the data active means inhibition above about 50%
Target sequence (P26358 504-1616 limits assumed): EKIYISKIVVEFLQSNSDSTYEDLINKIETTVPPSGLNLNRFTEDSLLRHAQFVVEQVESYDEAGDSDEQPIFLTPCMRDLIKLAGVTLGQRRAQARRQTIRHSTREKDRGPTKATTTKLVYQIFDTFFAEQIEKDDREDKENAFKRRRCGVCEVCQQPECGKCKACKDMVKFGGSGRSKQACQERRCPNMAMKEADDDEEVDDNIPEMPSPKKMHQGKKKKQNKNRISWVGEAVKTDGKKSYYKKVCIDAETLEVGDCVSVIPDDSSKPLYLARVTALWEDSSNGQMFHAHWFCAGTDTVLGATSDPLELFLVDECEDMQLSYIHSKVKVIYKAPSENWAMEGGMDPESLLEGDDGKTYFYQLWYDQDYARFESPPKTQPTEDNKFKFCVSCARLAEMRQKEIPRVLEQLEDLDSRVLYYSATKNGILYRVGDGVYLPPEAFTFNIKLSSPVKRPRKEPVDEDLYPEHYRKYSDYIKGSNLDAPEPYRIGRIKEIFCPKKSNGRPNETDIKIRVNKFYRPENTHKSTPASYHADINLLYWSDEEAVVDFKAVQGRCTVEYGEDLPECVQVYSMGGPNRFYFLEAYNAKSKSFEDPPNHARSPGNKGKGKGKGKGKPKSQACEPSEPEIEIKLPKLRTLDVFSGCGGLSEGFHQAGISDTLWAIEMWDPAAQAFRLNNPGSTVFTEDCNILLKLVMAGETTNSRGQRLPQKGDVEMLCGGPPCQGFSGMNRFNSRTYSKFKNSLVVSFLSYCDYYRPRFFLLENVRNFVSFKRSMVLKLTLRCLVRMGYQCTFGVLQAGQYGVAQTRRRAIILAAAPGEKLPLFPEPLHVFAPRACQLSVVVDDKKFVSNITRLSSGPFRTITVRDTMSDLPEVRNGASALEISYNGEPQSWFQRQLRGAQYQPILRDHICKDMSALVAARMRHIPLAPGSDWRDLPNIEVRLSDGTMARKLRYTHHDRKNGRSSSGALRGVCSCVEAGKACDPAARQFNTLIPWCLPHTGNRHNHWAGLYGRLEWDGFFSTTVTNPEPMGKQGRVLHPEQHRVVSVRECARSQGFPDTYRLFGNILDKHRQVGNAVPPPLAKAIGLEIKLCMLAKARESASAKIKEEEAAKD
LMPTP inh: LMPTP (human) inhibition | inhibition, % at 20 µM | AID 651560 | P24666 | 360,000 tested, 0.22% active | recombinant LMPTP-A, OMFP fluorogenic substrate, fluorescence intensity;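 active means compounds that cut the enzyme signal by at least half of the control window in the single-dose screen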;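 further: plate controls were DMSO wells with enzyme plus substrate for no effect and substrate without enzyme for full effect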
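Buffer or medium: Bis-Tris pH 6.0, DTT, detergent; Assay system: LMPTP-A enzyme; Quantity: 0.625 nM enzyme; Detection: endpoint fluorescence intensity; Times: 50 min dark incubation at room temperature; Controls: substrate-only low control, DMSO enzyme-plus-substrate high control; Doses: single 20 µM dose; Read-out: percent inhibition versus substrate-only and uninhibited controls; Reagent: 400 µM OMFP.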
Rpn11 block: inhibitors of human proteasome Rpn11. human 26S proteasome, Ub4-pepOG fluorescence polarization; 20S core pre-blocked with epoxomicin. calls only at 20 µM. 360,000 tested, 0.59% active;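 active means inhibition at 20 µM, scaled to each plate's controls, above about 33%, limit read from the data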
NadD block: NadD (S. aureus) enzyme inhibition. 360,000 tested, 0.78% active. inhibition, % at 20 µM. AID 602399. purified NadD enzyme, colorimetric absorbance read-out; in the data active means inhibition above about 26%; further: some compounds past the cut are filed as inactive
STEP inh: blocks human striatal-enriched tyrosine phosphatase; 360,000 tested, 0.25% active; AID 588621; recombinant STEP, OMFP fluorogenic substrate, fluorescence; inhibition, % at 20 µM; P54829;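 active means inhibition at 20 µM, scaled per plate between control wells, above about 37%, limit read from the data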;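 further: 0% = DMSO with enzyme and substrate and 100% = substrate only without enzyme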
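System: isolated STEP enzyme; schedule: 20 min enzyme reaction at room temperature, protected from light; medium: Bis-Tris buffer pH 6.0, 2.5 mM DTT, 0.005% Tween 20; signal: fluorescence, 480/540 nm; dosing: single compound dose of 20 µM, 1% DMSO final; also added: OMFP substrate, 25 µM final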
CSN inh: inhibitors of human CSN-mediated cullin deneddylation; 360,000 tested, 0.38% active; inhibition, % at 12.5 µM; Q92905; Purified CSN, SCF-Nedd8-OG deneddylation, fluorescence polarization; AID 651999;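 active means pattern-corrected inhibition above about 35%, with an unprinted fluorescence ratio check between 0.5 and 1.5, limit read from the data, passing the limit was not always enough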;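 further: 0% = enzyme with substrate and 100% = substrate without enzyme; some results filed as inactive read as strong as hits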
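Test system: Human Csn5 produced in HEK293T cells | Compound: 12.5 µM single point | Times: 90 min, room temperature | Signal: Fluorescence polarization readout | Read-out basis: % inhibition of substrate cleavage by Csn5 | Controls: no-enzyme wells high, enzyme-with-substrate wells low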
SUMO1 PPI mod: alters human SUMO1 binding to SIM partners; P63165; SUMO1 binding to a labelled peptide, TR-FRET, 1 h; inhibition, % at 20 µM; 360,000 tested, 0.33% active; AID 602429; in the data active means inhibition above about 37%
MsrA inhibitor: bovine MsrA inhibition; purified bovine MsrA, absorbance read-out; inhibition, % at 15.5 µM; 360,000 tested, 0.75% active; in the data active means inhibition above about 4.5%;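 further: 0% = vehicle wells with enzyme and 100% = reference inhibitor wells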
Active calls of the source: *; i = inactive; . = not tested or not shown.

no.	mol	Tb MetRS inh	NadD block	STEP inh	LMPTP inh	Rpn11 block
1	c1csc(CSc2nc3ccccc3s2)c1	-0.9	-3	4	1.3	i
2	COCCNC(=O)c1c[nH]n2c(=O)cc(C3CCN(C(=O)OC(C)(C)C)CC3)nc12	0.3	9	-2	-0.1	i
3	Cc1ccc(-c2nn(C)c(=O)c3ccccc23)cc1S(=O)(=O)N1CCOCC1	0.2	-1	-2	-1.0	i
4	NNc1cc(C(=O)O)ccc1Cl	0.0	-5	2	-2.7	i
5	O=C(CN(Cc1ccco1)C(=O)CCC(=O)Nc1ccccn1)NCCc1ccccc1	0.0	4	-1	-0.5	i
6	Cc1ccc(S(=O)(=O)N2CCN(Cc3ccco3)CC2)cc1C	-0.1	-4	0	0.4	i
7	O=C(NCC1CCCO1)c1cccc(Oc2ccc([N+](=O)[O-])cc2Cl)c1 (configuration not stated)	0.8	-3	0	0.2	i
8	CC(Nc1nc(N2CCOCC2)nc2ccccc12)c1ccccc1 (configuration not stated)	-0.8	-6	-3	15	i

no.	CSN inh	DNMT1 block	MsrA inhibitor	SUMO1 PPI mod	Scp-1 inhibitor
1	-4	-4	-0.7	-6	-12
2	-2	5	0.0	5	7
3	-3	3	1.0	-2	4
4	3	4	-0.7	-1	3
5	-10	1	0.8	2	-10
6	-7	4	-1.0	5	-5
7	-7	-1	-0.1	-18	-3
8	-9	-1	-0.6	0	0

Additional entries.
no.	mol	Tb MetRS inh	NadD block	STEP inh	LMPTP inh	Rpn11 block
9	N#CCC(=O)Nc1ccc(C(=O)Nc2cccc(S(=O)(=O)N3CCCC3)c2)cc1	-0.1	10	-3	1.8	i
10	Cc1ccc(-n2cccn2)c(CN2CCCC(CNC(=O)c3ccc(F)cc3)C2)c1 (configuration not stated)	0.6	-9	-3	-0.5	i
11	COc1cccc(C=O)c1OCCN1C(=O)c2ccccc2C1=O	-1.2	3	1	-0.7	i
12	Clc1ccc(SCCCN2CCCCC2)cc1	0.5	-4	-2	-1.6	i
13	COc1cc(Cl)ccc1OCc1cc(C(=O)N2C[C@@H]3CCC[C@H]2C3)no1	-0.5	-4	2	0.4	i
14	CN(c1ccccc1)S(=O)(=O)c1cccc(NC(=O)CSc2n[nH]c(N)n2)c1	-0.2	-1	1	0.3	i
15	Cc1cc(C(F)F)nn1CC(=O)NC1CCCC1	-0.4	-3	1	-0.2	i
16	CN(CC(=O)Nc1cccc(F)c1)C(=O)CCCc1nc2ccccc2c(=O)[nH]1	0.9	0	-2	-1.5	i

no.	CSN inh	DNMT1 block	MsrA inhibitor	SUMO1 PPI mod	Scp-1 inhibitor
9	3	-2	-1.4	-2	.
10	-2	-1	1.1	-2	-2
11	0	-1	0.3	-6	-11
12	3	1	1.2	1	-3
13	6	-2	0.6	3	-9
14	2	-2	-1.8	-5	-9
15	-2	2	-0.1	-5	-9
16	2	1	0.4	2	2

(listing goes on)
no.	mol	Tb MetRS inh	NadD block	STEP inh	LMPTP inh	Rpn11 block
17	CCN(CC)c1ccc(NC(=O)Nc2cccc3ccccc23)cc1	-0.4	1	2	2.0	i
18	Clc1ccccc1NN=Cc1ccccn1	-0.2	-2	-1	0.4	i
19	CC1CCc2c(C(=O)NCc3ccccn3)csc2C1 (configuration not stated)	-0.4	-6	2	-1.1	i
20	Cc1cc(N2C(=O)C(=O)/C(=C(/O)c3ccccc3)C2c2cccc(Br)c2)no1 (configuration not stated)	0.3	4	0	-1.3	i
21	COc1ccc(/C=C/C(=O)NNC(=O)c2ccncc2)c(OC)c1	-0.4	2	-1	0.2	i
22	COc1ccc(C)cc1S(=O)(=O)N(CC(=O)Nc1cccc([N+](=O)[O-])c1)c1ccccc1	0.2	7	1	1.6	i
23	CCn1c(SCC(=O)Nc2ccccc2F)nc2c(c1=O)SC(C)C2 (configuration not stated)	-0.1	-3	-5	-1.4	i
24	Cc1ccc(S(=O)(=O)NNC(=O)CCC(=O)Nc2ccc(C)c(C)c2)cc1	0.2	1	-6	-0.1	i

no.	CSN inh	DNMT1 block	MsrA inhibitor	SUMO1 PPI mod	Scp-1 inhibitor
17	4	5	.	1	-6
18	0	-4	1.7	-14	.
19	-3	2	-0.8	3	32
20	3	2	0.1	-12	-16
21	4	-3	2.9	-24	-5
22	0	-4	1.6	0	-7
23	1	-3	2.8	-4	-4
24	1	2	-0.1	5	6

(listing goes on)
no.	mol	Tb MetRS inh	NadD block	STEP inh	LMPTP inh	Rpn11 block
25	O=C(O)c1ccccc1-c1ncc(-c2ccccc2)o1	0.7	-5	-2	-2.5	i
26	CCOc1ccc2nc(C)cc(Nc3cccc([N+](=O)[O-])c3)c2c1	0.1	-4	-2	5.0	i
27	CC(C)(C)c1ccc(C(=O)Nc2ccc(O)c3c(=O)cc(-c4ccccc4Cl)oc23)cc1	-0.2	14	4	1.2	i
28	Cc1ccccc1Cc1c(C)nc2nc(SCC(=O)NCCCN3CCCC3)nn2c1C	-0.8	3	1	0.9	i
29	O=C(Nc1cc(Cl)ccn1)C1CCN(S(=O)(=O)c2cccs2)CC1	0.4	-4	-3	-0.9	i
30	CCC1CN(C(=O)NCc2cccc(OC)c2)c2cc(Cl)ccc2O1 (configuration not stated)	-1.1	-8	0	2.4	i
31	CCC(=O)Nc1ccc(NC(=O)CCc2ccccc2)cn1	0.2	4	0	-0.1	i
32	COc1ccc(NC(=O)N(C)C[C@H]2Oc3cc(Br)ccc3S(=O)(=O)N([C@H](C)CO)C[C@@H]2C)cc1	-0.2	1	-1	0.3	i

no.	CSN inh	DNMT1 block	MsrA inhibitor	SUMO1 PPI mod	Scp-1 inhibitor
25	-6	1	1.2	1	-10
26	-6	1	3.1	-10	-4
27	94	2	0.1	-3	-5
28	0	-4	-0.3	-43	-10
29	1	-2	0.0	1	-2
30	4	-2	-1.3	7	-10
31	-6	14	1.2	1	-2
32	3	2	0.5	0	.

The listing continues:
no.	mol	Tb MetRS inh	NadD block	STEP inh	LMPTP inh	Rpn11 block
33	COc1ccc([C@@H]2CC=C(C(=O)O)[C@H](c3ccc(F)cc3)N2S(=O)(=O)c2ccc(C)cc2)cc1OC	-0.1	-3	-3	0.4	i
34	CC(=O)c1cccc(NC(=O)C(C)OC(=O)c2cccc(-n3cnnn3)c2)c1 (configuration not stated)	-0.5	-1	0	-1.9	i
35	O=C(O)Cn1nnnc1SCC(=O)Nc1ccccc1F	-0.5	-1	-3	-3.4	i
36	Cc1ccc(C)c(-c2csc(Nc3ncccn3)n2)c1	-1.3	9	1	0.3	i
37	CSCCC(NC(=O)c1ccco1)C(=O)NCc1ccc2c(c1)OCO2 (configuration not stated)	0.0	-6	-1	-0.3	i
38	CC1CCCCN1Cc1c(O)ccc2c(=O)c(-c3nc4ccccc4s3)coc12 (configuration not stated)	1.2	6	4	1.5	i
39	CC(=O)c1cccc(OCC(=O)Nc2ccccc2N2CCOCC2)c1	-0.2	-4	2	-0.9	i
40	Cc1onc(-c2ccccc2)c1C(=O)OCC(=O)Nc1ccccc1	0.1	-6	0	0.0	i

no.	CSN inh	DNMT1 block	MsrA inhibitor	SUMO1 PPI mod	Scp-1 inhibitor
33	-2	-1	-0.7	-2	-5
34	2	3	0.2	1	-10
35	-2	-2	-1.9	-2	6
36	1	1	-0.2	-1	-7
37	-3	-1	1.3	6	1
38	10	-10	1.4	-10	-7
39	-5	-2	-0.7	3	-5
40	-9	-1	0.1	-1	-2

Next results
no.	mol	Tb MetRS inh	NadD block	STEP inh	LMPTP inh	Rpn11 block
41	CCc1c(O)nc(SCC(=O)Nc2ccccc2)n(-c2ccccc2)c1=O	-1.2	-5	4	-1.0	i
42	CN1CCN(Cc2ccc(Sc3ccc(Cl)cc3)c([N+](=O)[O-])c2)CC1	-1.0	-19	0	1.8	i
43	CCOc1[nH]n(-c2ccc(Cl)cc2)c(=O)c1C=Nc1ccc(Cl)cc1	0.1	0	0	-0.3	i
44	COc1cccc(CN2CCNC(=O)C2CC(=O)O)c1OC (configuration not stated)	-0.4	-3	0	-1.8	i
45	CC(C)N(C(=O)CN1CCN(C(=O)C2COc3ccccc3O2)CC1)C(C)C (configuration not stated)	-0.4	2	-1	-0.9	i
46	CCOc1ccc(OCCC(=O)OCC(=O)Nc2cc(C)nn2-c2ccccc2)cc1	-0.5	-5	0	0.4	i
47	O=C(Cc1n[nH]c(=O)c2ccccc12)OCC(=O)c1ccc2c(c1)OCCO2	-1.1	5	1	0.1	i
48	COCCN(C(=O)Cc1ccc(OC)c(OC)c1)c1nc(-c2cc(OC)ccc2OC)cs1	-0.4	-2	19	4.1	i

no.	CSN inh	DNMT1 block	MsrA inhibitor	SUMO1 PPI mod	Scp-1 inhibitor
41	8	4	-0.2	6	-1
42	5	3	-0.3	-25	4
43	0	-1	1.9	-2	-17
44	-1	1	-1.0	2	1
45	7	2	0.7	2	-8
46	3	-2	-0.6	3	-6
47	7	-3	0.1	0	-6
48	3	-8	1.6	0	-9

Two records drawn at random from the list so far:
no.	mol	Tb MetRS inh	NadD block	STEP inh	LMPTP inh	Rpn11 block
7	O=C(NCC1CCCO1)c1cccc(Oc2ccc([N+](=O)[O-])cc2Cl)c1 (configuration not stated)	0.8	-3	0	0.2	i
42	CN1CCN(Cc2ccc(Sc3ccc(Cl)cc3)c([N+](=O)[O-])c2)CC1	-1.0	-19	0	1.8	i

no.	CSN inh	DNMT1 block	MsrA inhibitor	SUMO1 PPI mod	Scp-1 inhibitor
7	-7	-1	-0.1	-18	-3
42	5	3	-0.3	-25	4

A different layout for five compounds above.
# | Tb MetRS inh | NadD block | STEP inh | LMPTP inh | Rpn11 block | CSN inh | DNMT1 block | MsrA inhibitor | SUMO1 PPI mod | Scp-1 inhibitor | SMILES
47 | -1.1 | 5 | 1 | 0.1 | i | 7 | -3 | 0.1 | 0 | -6 | O=C(Cc1n[nH]c(=O)c2ccccc12)OCC(=O)c1ccc2c(c1)OCCO2
46 | -0.5 | -5 | 0 | 0.4 | i | 3 | -2 | -0.6 | 3 | -6 | CCOc1ccc(OCCC(=O)OCC(=O)Nc2cc(C)nn2-c2ccccc2)cc1
43 | 0.1 | 0 | 0 | -0.3 | i | 0 | -1 | 1.9 | -2 | -17 | CCOc1[nH]n(-c2ccc(Cl)cc2)c(=O)c1C=Nc1ccc(Cl)cc1
42 | -1.0 | -19 | 0 | 1.8 | i | 5 | 3 | -0.3 | -25 | 4 | CN1CCN(Cc2ccc(Sc3ccc(Cl)cc3)c([N+](=O)[O-])c2)CC1
45 | -0.4 | 2 | -1 | -0.9 | i | 7 | 2 | 0.7 | 2 | -8 | CC(C)N(C(=O)CN1CCN(C(=O)C2COc3ccccc3O2)CC1)C(C)C (configuration not stated)
